# CHRM1 antagonist – human CHRM1 antagonism; P11229; CHO-K1 hM1, Fluo-8 calcium fluorescence, ACh EC80 antagonist; inhibition, % at 3 µM; 360,000 tested, 1.3% active; AID 588852;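 active means percent inhibition above its own plate's cutoff, namely the mean of that plate's compound wells plus 3 SD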;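 further: peak over basal fluorescence ratio during 140 s after agonist addition; 0% = ACh EC80 plus DMSO and 100% = DMSO alone without agonist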
# TAAR1 antagonist – antagonists of human TAAR1; Q96RJ0; CHO RD-HGA16 TAAR1, Fluo-8 calcium fluorescence, antagonist; inhibition, % at 3 µM; 360,000 tested, 1.5% active; AID 624466;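 active means inhibition above a per-plate cutoff, the mean inhibition of test compounds on that plate plus 3 SD, cut at about 49% in these data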;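 further: 0% = DMSO plus EC80 beta-PEA response and 100% = DMSO alone without agonist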
# Target sequence (Q96RJ0 whole entry, looked up): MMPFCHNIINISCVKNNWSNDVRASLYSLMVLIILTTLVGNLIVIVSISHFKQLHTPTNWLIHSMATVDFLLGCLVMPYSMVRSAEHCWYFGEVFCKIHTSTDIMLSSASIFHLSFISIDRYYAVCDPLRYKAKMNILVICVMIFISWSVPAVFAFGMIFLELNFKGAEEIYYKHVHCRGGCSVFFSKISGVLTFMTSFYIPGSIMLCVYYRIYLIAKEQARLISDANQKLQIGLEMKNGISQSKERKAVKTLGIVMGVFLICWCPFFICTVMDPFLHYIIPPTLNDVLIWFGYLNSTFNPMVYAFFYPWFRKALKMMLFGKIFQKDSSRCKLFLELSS
#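 Test system – hTAAR1-expressing CHO RD-HGA16 cells, Gα16-coupled · Also added – β-PEA at EC80 concentration, post-compound challenge · Compound – 3 µM, single point · Incubation – dye loading 75 min at 37 °C, then 30 min room temperature · Measured by – Fluo-8 intracellular calcium dye fluorescence, real-time kinetic reads · Benchmarks – vehicle and agonist controls · Replicates – singlicate, one well per test compound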
# CHO-K1 Ca antag – counter-screen for M1 antagonists: effect in parental CHO-K1 cells; ATP-induced calcium, Fluo-8 fluorescence; inhibition, % at 3 µM; 360,000 tested, 0.6% active;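 active means inhibition above a per-plate cutoff, the plate's mean sample inhibition plus 3 SD, cut at about 24% in these data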;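 further: 0% = DMSO plus EC80 ATP and 100% = DMSO alone without ATP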
# M1 ag parental – nonselective activator or artifact in parental CHO-K1 cells; Fluo-8 calcium fluorescence; scaled to maximal ATP response, vehicle zero; activation, % at 3 µM; 360,000 tested, 0.48% active; AID 602248; in the data active means activation above about 15%;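 further: untransfected CHO-K1 host cells lacking M1 receptor as counterscreen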
# CHO parental Ca – counter-screen: ATP calcium response change in parental CHO cells | parental CHO-K1, ATP-induced calcium, Fluo-8 fluorescence | inhibition, % at 5.6 µM | 330,000 tested, 0.63% active | AID 463079;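 active means inhibition above that plate's mean sample inhibition plus 3 SD, cut at about 26% in these data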;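 further: 0% = ATP-challenged DMSO wells and 100% = DMSO wells without ATP; some compounds past the cut are filed as inactive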
#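 Measured by: calcium-sensitive Fluo-8 fluorescence / Test system: CHO parental line / Controls: ATP-challenged DMSO wells low, unchallenged DMSO wells high / Measure: % inhibition / Compound: single nominal dose of 5.6 µM per compound / Replicates: single well per compound, no replicates / Reagent: ATP as calcium-mobilizing challenge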
# TAAR1 agonist – human TAAR1 agonism | Q96RJ0 | CHO RD-HGA16 TAAR1, Fluo-8 calcium fluorescence; vehicle wells 0%, saturating PEA agonist 100% | activation, % at 3 µM | 360,000 tested, 0.99% active | AID 624467;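 active means activation above the mean activation of all test compounds in the run plus 3 SD, cut at about 38% in these data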
#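 test system = CHO RD-HGA16 cells carrying human TAAR1 plus Gα16 | schedule = 17-24 h seeding, 75 min 37 °C dye, 30 min RT | compound dosing = 3 µM single concentration | control set = DMSO and PEA EC100 | replicates = n 1 | signal = Fluo-8 fluorescence, 5 s baseline then 140 s kinetic read | measure = percent activation vs PEA EC100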
# OXTR potentiator – potentiators of human oxytocin receptor; P30559; CHO-OTR cells, Fluo-8 calcium fluorescence, potentiator mode; 0% = oxytocin EC15, 100% = EC100; activation, % at 3 µM; 320,000 tested, 0.061% active; AID 2445;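 active means activation above that plate's cutoff, the mean activation of tested compounds plus 3 SD, cut at about 6.6% in these data, passing the limit was not always enough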;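 further: 100% uses oxytocin at 75 nM as the full agonist control; some results filed as inactive read as strong as hits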
# Target sequence (P30559 whole entry, looked up): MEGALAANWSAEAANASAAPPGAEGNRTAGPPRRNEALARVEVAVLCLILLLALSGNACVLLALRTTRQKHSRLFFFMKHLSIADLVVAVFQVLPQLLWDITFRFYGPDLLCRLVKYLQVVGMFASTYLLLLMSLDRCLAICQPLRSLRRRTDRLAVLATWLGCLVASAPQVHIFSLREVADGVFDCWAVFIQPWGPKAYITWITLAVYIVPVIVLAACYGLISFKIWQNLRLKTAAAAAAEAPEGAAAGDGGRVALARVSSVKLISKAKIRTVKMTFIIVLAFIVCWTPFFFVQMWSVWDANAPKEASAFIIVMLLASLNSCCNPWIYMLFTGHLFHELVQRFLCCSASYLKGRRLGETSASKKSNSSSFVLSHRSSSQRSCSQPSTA
#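 System: human OTR in CHO cells / Also added: sub-maximal oxytocin, roughly EC15 / Control set: EC15 oxytocin low, 75 nM oxytocin high / Schedule: 6 min compound pre-incubation at room temperature, 100 s kinetic read / Compound: single-point 3.0 µM / Replication: singlicate / Technique: Fluo-8 calcium dye fluorescence / Read-out basis: % activation of max/min ratio relative to oxytocin controls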
# CHO-K1 Ca PAM – counter-screen for M1 PAMs: effect in parental CHO-K1 cells; AID 602247; 360,000 tested, 0.02% active; activation, % at 3 µM; ATP EC20, Fluo-8 calcium fluorescence; 0% at ATP EC20, 100% at ATP max;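 active means activation above the run cutoff, the mean activation of all test compounds plus 3 SD, cut at about 40% in these data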;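 further: peak over basal fluorescence ratio in a 140 s read after ATP addition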
# CHRM1 agonist – agonists of human M1 muscarinic receptor; 360,000 tested, 0.33% active; AID 588814; P11229; activation, % at 3 µM; CHO-K1 hM1, Fluo-8 calcium fluorescence, agonist mode; 0% DMSO, 100% acetylcholine EC100;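 active means activation above the run's mean compound activation plus 3 SD, cut at about 16% in these data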;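 further: peak over basal fluorescence ratio within a 140 s kinetic read after compound addition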
# Active calls of the source: *; x = no result given. Compounds were not picked by outcome; any-hit rate near 4.2%.
SMILES,CHRM1 antagonist,TAAR1 antagonist,CHO-K1 Ca antag,M1 ag parental,CHO parental Ca,TAAR1 agonist,OXTR potentiator,CHO-K1 Ca PAM,CHRM1 agonist
c1ccc(-c2nc3ccccc3nc2-c2ccccn2)nc1,-3.8,4.9,-11.8,0.1,-4.8,12.5,-3.9,18.9,-6.8
Cc1cc(C)n(-c2nc(-n3nc(C)cc3C)c3c4c(sc3n2)COC(C)(C)C4)n1,x,-2.5,x,x,-3.3,-0.1,-6.3,x,x
CCN(CC)C(=O)C(C(=O)c1cccc([N+](=O)[O-])c1)n1cc(Cl)ccc1=O (configuration not stated),-1.0,15.0,-5.9,-0.3,-5.0,0.0,6.2,2.6,-0.7
O=C(NCc1ccco1)C1CCCN(S(=O)(=O)c2ccc(Cl)cc2)C1 (configuration not stated),-8.8,20.1,1.3,0.4,-18.9,9.9,-5.8,10.5,-5.9
Brc1ccc(-c2nc(-c3ccncc3)no2)o1,-0.7,10.4,9.3,-0.4,-7.5,9.0,-0.2,-7.5,-1.9
COC1(OC)N=C(N)C2(C#N)C(c3ccc4c(c3)OCO4)C12C#N (configuration not stated),-9.9,8.1,5.0,0.3,-9.5,0.4,-15.1,0.4,-0.1
O=C(NCc1cccnc1)C1CCCN(Cc2cnn(-c3ccccc3)c2-n2cccc2)C1 (configuration not stated),-2.5,6.0,-8.8,0.7,-12.7,15.3,8.2,23.6,-7.2
CCOC(=O)c1sc(NC(=O)C(CC)Sc2nnc3c4ccccc4n(CC)c3n2)nc1C (configuration not stated),-7.3,-9.4,-9.2,0.8,-16.4,2.4,-2.6,19.6,-2.2
CSc1cccc2sc(NC(=O)C3=COCCO3)nc12,-4.3,-51.3,2.1,0.5,-11.1,0.0,0.9,-4.2,-6.4
CNC(=O)C(=O)NCC1OCCN1S(=O)(=O)c1ccc(C)cc1 (configuration not stated),14.6,-2.7,3.6,-0.5,-2.0,0.2,-5.8,-23.6,-1.6
COc1ccccc1CCn1c(N)cc(=O)[nH]c1=O,-1.2,-1.6,3.2,-0.5,-10.1,-1.1,-6.1,-1.0,3.5
O=C(O)C1=C(C(=O)Nc2ccc(F)c(Cl)c2)CCCC1,-11.7,9.1,-4.5,0.2,-5.3,5.8,-11.2,15.1,-0.1
CC(C)n1nnnc1SCC(=O)N1CCOCC1,-24.0,-9.1,-3.6,-0.3,0.6,5.4,-9.2,4.4,-1.9
O=C(N/N=C/c1ccccn1)c1cc(-c2ccccc2)nc2ccccc12,2.4,4.0,-1.7,2.3,1.6,8.3,-2.1,-5.0,5.5
CCOc1ccc2nc(/N=C/c3c(C)[nH]n(-c4ccccc4)c3=O)sc2c1,-1.1,-4.1,2.2,-0.1,5.4,-0.9,-5.4,-1.7,-5.7
O=C(OCC#CCSc1nnc(-c2ccc(Br)cc2)o1)c1ccco1,-5.3,-5.2,-2.9,0.2,-13.7,9.1,-16.8,15.0,-5.0
CCOc1cc(C2C(C(C)=O)=C(C)Nc3ncnn32)ccc1O (configuration not stated),1.8,x,-12.0,1.2,-7.2,x,-12.6,8.3,-6.3
COc1ccc(C2CC(=O)Oc3cc(O)ccc32)cc1 (configuration not stated),-6.7,1.6,-2.6,1.4,10.8,1.1,x,14.3,-1.1
CC1CCc2onc(C(=O)O)c2C1 (configuration not stated),-13.5,-1.1,-11.5,0.4,5.6,20.6,-1.9,19.3,-4.7
CCCc1cc(=O)oc2c3c(cc(OCC(=O)N[C@@H](CSC)C(=O)O)c12)OC(C)(C)CC3,-3.2,-6.7,-14.3,-0.2,x,4.7,x,-1.9,-1.7
O=C1CCN(Cc2ccccc2)S(=O)(=O)c2ccccc21,3.0,-10.0,-10.7,0.1,-14.7,0.8,-6.7,9.9,-10.0
COc1ccc(C2C3=C(CC(c4ccco4)CC3=O)Nc3ccccc3N2C(C)=O)cc1 (configuration not stated),-12.5,-2.6,-1.1,0.4,-19.9,10.5,-12.8,22.6,-4.1
O=C(COC(=O)CSc1cccc2cccc(Cl)c12)Nc1ncc(C(F)(F)F)cc1Cl,-3.6,-4.9,-19.4,0.3,-7.6,-0.7,-4.3,0.7,-5.8
CCOC(=O)CCc1c(C)c2ccc(OCc3nn[nH]n3)c(C)c2oc1=O,3.7,1.2,-0.7,0.5,6.4,15.5,-13.7,13.5,1.5
CC1C(=O)N2CCCc3cc(NC(=O)C(=O)NCc4ccc5c(c4)OCO5)cc1c32 (configuration not stated),-9.1,-7.3,-2.4,0.0,-24.0,0.1,-10.5,8.5,-2.2
COc1ccc(-n2nc([N+](=O)[O-])c(=NCc3cccnc3)n2O)cc1,-3.6,-7.6,-6.0,1.7,-9.1,0.2,-3.0,12.6,-0.4
O=C(CNC(=O)c1ccco1)NCC(=O)OCc1ccccc1Br,6.4,3.9,-11.6,0.2,-9.1,3.5,-26.6,8.1,-2.3
O=C(Nc1ccccc1)c1nc[nH]c1C(=O)NCCNC(=O)c1[nH]cnc1C(=O)Nc1ccccc1,25.0*,56.2*,-9.1,2.7,-2.5,26.7,-1.9,10.1,0.6
CCCCCCCCSC1=CC(=O)C(OC)=C(OC)C1=O,21.0,-10.4,4.5,2.2,x,21.4,x,30.6,9.8
COc1ccc(N=CC2=C(O)c3ccccc3C2=O)cc1,-22.3,22.4,-5.0,0.2,-6.2,0.5,-3.4,9.3,-0.4
CC1CCCCN1S(=O)(=O)c1ccccc1[N+](=O)[O-] (configuration not stated),12.7,-6.9,20.2,0.1,-12.7,9.9,-1.4,-10.1,-2.7
O=C(NCCN1CCN(Cc2ccc([N+](=O)[O-])cc2)CC1)C(=O)Nc1ccccc1,-5.8,-26.6,-3.7,0.6,7.2,0.0,0.0,8.1,2.4
Cc1cc(C)c2nc(-c3ccccn3)cc(C(=O)Nn3cnnc3)c2c1,-9.1,-3.9,-18.9,0.7,-1.4,-0.6,-13.5,10.9,-3.2
COc1cc(-c2c(-c3ccc4c(c3)OCO4)noc2-c2ccsc2)ccc1F,-10.4,19.2,-11.8,0.5,-18.1,4.6,-1.3,6.8,-3.5
CCOc1cc2[nH]c(=O)n(Cc3ccc(C(=O)NCCOC)cc3)c(=O)c2cc1OCC,-5.5,-7.1,9.8,-0.6,-4.4,-0.3,-6.3,1.9,-4.2
COc1cc(C2Nc3ccccc3C(=O)N2c2ccc3c(c2)OCCO3)ccc1OCC(C)C (configuration not stated),3.4,39.1,-7.1,1.6,-19.1,11.5,-17.9,5.5,-2.9
COc1cc2ccccc2cc1C(=O)N(CCN(C)C)c1nc2c(C)cccc2s1,2.8,-41.4,0.6,0.4,-17.8,-0.1,-18.7,6.9,-4.8
CCOc1ccc(-c2nnc3ccc(SCC(=O)NCc4ccco4)nn23)cc1,2.9,0.6,-9.4,1.0,-11.4,1.2,2.0,-4.4,2.0
CCOC(=O)C1CCN(c2ncnc3c2oc2ccc(Cl)cc23)CC1,5.7,-0.8,27.2*,1.4,-23.1,-3.2,-27.7,-5.2,-0.9
Cc1c(CCO)c(=O)n(-c2ccccc2)n1S(=O)(=O)c1ccc(Cl)cc1,10.7,-7.0,1.1,0.6,-5.8,0.8,-11.0,12.8,-3.7
Cc1c(C(=O)NCc2ccccn2)oc2ccc(Br)cc12,-12.2,-2.4,-8.0,0.8,-8.5,-0.8,3.4,17.1,3.0
Cc1ccccc1C(=O)O/N=C(\c1ccccc1)c1ccccn1,-6.6,-1.9,8.5,0.5,-15.1,-1.4,-4.0,1.4,-4.9
COCCNC(=O)/C(C#N)=C/c1ccc(OCC(=O)NC2CCCCC2)cc1,-0.3,11.3,-8.0,1.7,8.8,4.4,-7.3,14.8,-4.2
COc1cc(NC(=O)N2CCc3nc(NCc4cccc(Oc5ccccc5)c4)ncc3C2)cc(OC)c1OC,26.7,25.5,-4.5,7.5,x,4.4,x,3.6,-0.9
Cc1ccc(CNC(=O)CN(c2cccc([N+](=O)[O-])c2)S(C)(=O)=O)cc1,-6.5,-7.5,-18.6,1.5,1.0,-2.0,-9.4,19.0,-1.4

# Among those listed so far, these have two or more sulfur atoms:
SMILES,CHRM1 antagonist,TAAR1 antagonist,CHO-K1 Ca antag,M1 ag parental,CHO parental Ca,TAAR1 agonist,OXTR potentiator,CHO-K1 Ca PAM,CHRM1 agonist
CCOC(=O)c1sc(NC(=O)C(CC)Sc2nnc3c4ccccc4n(CC)c3n2)nc1C (configuration not stated),-7.3,-9.4,-9.2,0.8,-16.4,2.4,-2.6,19.6,-2.2
CSc1cccc2sc(NC(=O)C3=COCCO3)nc12,-4.3,-51.3,2.1,0.5,-11.1,0.0,0.9,-4.2,-6.4

# The list goes on.
SMILES,CHRM1 antagonist,TAAR1 antagonist,CHO-K1 Ca antag,M1 ag parental,CHO parental Ca,TAAR1 agonist,OXTR potentiator,CHO-K1 Ca PAM,CHRM1 agonist
O=C(NNc1cccc(Cl)n1)Nc1ccc(Cl)cc1,-4.8,15.5,-0.6,1.5,-16.0,4.3,-4.2,17.5,-1.6
CC(=O)Nc1sc(C)c(C)c1C(=O)Nc1ccc(C)cc1,-8.2,-11.9,-19.4,-0.2,4.8,-2.1,4.3,14.8,-3.5
CCn1nc(C(=O)Nc2cccc3ccccc23)c(Cl)c1Cl,-10.2,0.2,-27.4,0.0,-25.0,8.2,-21.4,30.3,12.9
Cc1nn(-c2cc(N3CCCCC3)ccc2[N+](=O)[O-])c(=O)c2ccccc12,2.7,19.1,-8.8,-0.3,-9.7,10.3,-2.2,-2.3,-2.8
Cc1ccc(NC(=O)Nc2cccnc2)cc1Cl,0.2,16.2,7.2,7.7,x,29.9,x,7.4,2.5
O=C(c1ccc2nc[nH]c2c1)N1CCc2ccccc2C1,-5.9,-20.9,-12.4,1.4,-17.8,2.8,-10.2,4.4,-6.8
COC(=O)C1CC2=C(CCC2=O)N(c2ccccc2)C1=O (configuration not stated),-8.0,-1.5,-8.4,0.4,x,3.5,x,1.8,-3.3
COc1ccccc1CNC(=O)N/C=C/c1ccc(Cl)cc1,-14.1,-4.0,-5.2,-0.3,-8.2,5.0,-8.9,13.5,-5.9
CC1=C(OC(=O)c2ccc(Br)cc2)C(C)(C)C(c2ccccc2)OC1=O (configuration not stated),1.7,-1.7,-18.3,0.3,-4.2,6.6,-6.8,23.1,-2.8
O=C1NC(Cc2ccccc2)c2nc3ccc(F)cc3c(=O)n2-c2cc(Cl)ccc21 (configuration not stated),x,34.5,x,x,-26.0,16.8,-0.8,x,x

# Bioassay records from PubChem BioAssay.
